miR-122 sensor: blocks miR-122 activity in Huh7 sensor cells | AID 602342 | activation (reporter increase), % at 12.5 µM | hit rate 0.3% among 340,000 | Huh7 miR-122 Renilla luciferase sensor, 48 h; neutral wells = 0, positive control = 100;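 active means mean replicate activation score at least 90 and every replicate individually at or above 90; inconclusive means only one of the two criteria met; inactive means neither criterion met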;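 further: higher luciferase means less miR-122 activity so hits act as miR-122 inhibitors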
PAX8 inh HTS: lowers PAX8-driven luciferase in RMG-I cells; hit rate 1.2% among 360,000; RMG-I TPO-luciferase reporter, SteadyGlo, 24 h; inhibition, % at 12.6 µM;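 active means mean replicate inhibition at least 60% with every replicate also reaching 60%; inconclusive means only one of the two criteria is met; inactive means mean below 60% and not all replicates reaching 60%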;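 further: luciferase light reporting Pax8 driven TPO promoter activity; plate controls were median of neutral control wells for no effect and mitoxantrone controls for full effect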
EWS-Fli block: EWS/Fli transcriptional activity inhibition; A673 NR0B1-luciferase reporter, viability-normalised; hit rate 0.67% among 350,000; AID 651661; inhibition, % at 12.6 µM;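 active means mean inhibition of at least 50% after viability correction, with every replicate also passing that limit; inconclusive means mean reaches 50% but only one of two replicates passes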;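 further: firefly luciferase signal divided by Alamar Blue viability fluorescence both relative to DMSO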
INS-1E GSIS act: GLuc luminescence reporter in INS-1E cells, primary screen for activators of glucose-dependent secretion of insulin | AID 743287 | INS-1E GLuc reporter insulin secretion, 2-3 h | activation, % at 16.6 µM | hit rate 0.61% among 370,000;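 active means lowest replicate activation of at least 40%, so every replicate reaches that level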;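 further: 0% = median of neutral control wells and 100% = median of IBMX positive control wells; some compounds called inactive have numbers as strong as hits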
FN deposit inh: fibronectin deposition inhibition; AH1F fibroblasts, Alexa488-fibronectin deposition fluorescence, overnight; inhibition, % at 12.6 µM; hit rate 0.086% among 350,000;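 active means mean inhibition across replicates of 30% or more, regardless of how many single replicates reach that level; inconclusive means mean under 30% yet at least half of replicates reach 30%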;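 further: positive control wells lacked labelled fibronectin entirely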
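Assay system: AH1F fibroblasts assembling fluorescent fibronectin matrix; Amount: 10000 AH1F cells per well; Buffer or medium: DMEM, 2% serum; Probe or stimulus: Alexa488-fibronectin, 24 nM final in well; Doses: single compound dose, delivered by pin transfer; Incubation: 1 h adhesion, overnight exposure; Measured by: fluorescence 485/525 nm; Read-out: fibronectin deposition inhibition.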
DENV2 CPE: protects cells from dengue virus 2 cytopathic effect; DENV2-infected cells, cytopathic effect rescue, plate reader; CPE inhibition, % at 9.99 µM; hit rate 1.7% among 350,000; in the data active means CPE inhibition above about 20%, passing the limit was not always enough; inconclusive means no clear call, values can overlap the other calls; tested in BHK-21 cells;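 further: 0% = median of neutral control wells and 100% = median of positive control wells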
CFTR F508del cor: correctors of CFTR F508del function in bronchial epithelial cells; CFBE cells, YFP halide quenching; stimulated with forskolin plus potentiator P3; % fluorescence drop versus neutral controls; activity (quench increase), % at 7.58 µM; hit rate 0.36% among 350,000; AID 720511;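 active means mean added fluorescence quench of at least 8% versus neutral control, with both replicates also reaching 8%; inconclusive means only one of the mean or replicate conditions met; inactive means mean below 8% and not both replicates reaching 8%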;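 further: cells transiently co-express mutant CFTR-F508del with the halide-sensitive YFP; corrector assay measuring rescue of mutant channel to the surface after 24 h compound exposure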
Starred values were filed as active, the others as inactive; ? = inconclusive; nt = no result given; & = joins results of further samples; [ ] = dose if it differs, or a comment.

SMILES | miR-122 sensor | PAX8 inh HTS | EWS-Fli block | INS-1E GSIS act | FN deposit inh | DENV2 CPE | CFTR F508del cor
COC(=O)CN1C(C)=Nc2ccc(C)cc2C1c1ccccc1 (centres undefined) | nt | -8 | 7 | 6 | 11 | 13 | -1.9
Cc1c(Cl)cccc1Nc1nc(N)nc(CSc2nc3ccccc3s2)n1 | nt | 11 | 1 | nt | -4 | 0 | nt
CCCNC(=O)Nc1ccc2c(c1)OC[C@H](C)NC[C@@H](C)[C@H](OC)CN(C)C2=O | 0[16.7 µM] | -5 | -3 | 5 | 1 | -4 | nt
COc1ccc(Nc2nccc3c2ncn3C)cc1 | nt | -57 | -23 | 9 | -8 | 0 | 0.1
O=c1cc(-c2ccccc2)c2ccc(O)c(CN3CCCCC3)c2o1 | 5 | -3 | nt | nt | -6 | nt | nt
CCn1c(=O)c2cc(S(=O)(=O)NCc3ccccc3)ccc2n(CC)c1=O | 14 | nt | nt | 13 | 0 | nt | nt
C/C=C/c1cnc2c(c1)C(=O)N([C@@H](C)CO)C[C@@H](C)[C@@H](CN(C)C(=O)C1CCOCC1)O2 | 11[16.7 µM] | -1 | 4 | 7 | nt | 1 | 2.2
COc1ccc(NC(=O)CN(c2cc(C)cc(C)c2)S(=O)(=O)c2c(C)noc2C)cc1 | -7 | -5 | -4 | -3 | -3 | 13 | 2.0
CCOCCCNC(=O)CCCn1nc(C)n2c(cc3sccc32)c1=O | -10 | -7 | -9 | nt | -4 | -3 | -0.3
COc1ccccc1NC(=O)NNC(=O)c1ccc(-c2ccccc2)cc1 | 4 | 21 | nt | -4 | nt | 7 | -1.1
CC(=O)N1N=C(c2ccc3ccccc3c2)OC1(C)C | -10 | -19 | nt | -14 | 3 | nt | nt
COc1ccc(C(Nc2ccccn2)c2c(NC(=O)c3ccco3)sc(C)c2C)cc1OC (centres undefined) | 9 | -83 | -18 | 9 | 2 | -18 | 2.6

Full records as entered above.
`COc1ccc(C(Nc2ccccn2)c2c(NC(=O)c3ccco3)sc(C)c2C)cc1OC` (centres undefined) in the list: miR-122 sensor = 9; PAX8 inh HTS = -83; EWS-Fli block = -18; INS-1E GSIS act = 9; FN deposit inh = 2; DENV2 CPE = -18; CFTR F508del cor = 2.6
`COc1ccccc1NC(=O)NNC(=O)c1ccc(-c2ccccc2)cc1` in the list: miR-122 sensor = 4; PAX8 inh HTS = 21; EWS-Fli block = nt; INS-1E GSIS act = -4; FN deposit inh = nt; DENV2 CPE = 7; CFTR F508del cor = -1.1
`COc1ccc(Nc2nccc3c2ncn3C)cc1` in the list: miR-122 sensor = nt; PAX8 inh HTS = -57; EWS-Fli block = -23; INS-1E GSIS act = 9; FN deposit inh = -8; DENV2 CPE = 0; CFTR F508del cor = 0.1

Following part:
SMILES | miR-122 sensor | PAX8 inh HTS | EWS-Fli block | INS-1E GSIS act | FN deposit inh | DENV2 CPE | CFTR F508del cor
Cc1ccc(S(=O)(=O)N[C@H]2CC[C@@H](CC(=O)NCCCN(C)C)O[C@H]2CO)cc1 | nt | nt | nt | -5 | nt | -4 | 2.4
CCn1c(=O)c(C(=O)NCc2cccnc2)c(O)c2ccccc21 | -5 | -33 | nt | nt | -7 | nt | nt
COc1ccc(C(OC(=O)c2ccco2)C(=O)NC2CCCCC2)cc1OC (centres undefined) | 6 | 6 | nt | nt | -1 | nt | nt
Cc1cc(C(=O)CSc2nnnn2C)c(C)n1C1CC1 | nt | -111 | -47 | -17 | nt | 7 | 0.0
CCc1sc(C(=O)Nc2nccs2)cc1C | nt | -88 | -62 | 28 | 2 | 5 | 2.7
N#Cc1cc(NCC2CCCO2)c([N+](=O)[O-])cc1C#N (centres undefined) | nt | 13 | nt | -4 | 5 | nt | nt
Cc1cc(NC(=O)CSc2nc3ccsc3c(=O)n2Cc2ccccn2)n[nH]1 | -9 | nt | -62 | -9 | nt | 5 | 1.3
Cc1cnc(C(=O)N2CCCC(C(=O)c3ccc(Cl)cc3C)C2)cn1 (centres undefined) | 0 | 48 | 9 | 21 | -1 | 4 | 2.8
CN1CCCCN2[C@H](CO)[C@H](c3ccc(Br)cc3)[C@@H]2C1 | 6[16.7 µM] | 3 | -8 | 13 | nt | 0 | -0.8
CCc1ccc(NC(=O)CSc2nc3ccccc3c(=O)n2CCN2CCOCC2)cc1 | -5 | 0 | nt | nt | -11 | nt | nt
Cc1cccc(N=Nc2c(O)[nH]c3ccc(F)cc23)c1 | nt | -110 | -91 | 17 | 4 | 10 | 1.0
CCCN1C(=O)C2(OCCO2)c2cc(Cl)ccc21 | nt | -3 | 3 | 9 | 2 | 5 | 0.3
CCCn1c(SCC(=O)Nc2ccc(F)c(Cl)c2)nc(O)cc1=O | -2 | -6 | 2 | 33 | 2 | 1 | 0.2
COc1ccc(-c2nnc(NC(=O)CS(=O)(=O)c3ccc(F)cc3)o2)c(OC)c1 | -3 | -6 | -5 | -12 | 2 | 1 | -1.7
CC(=O)N(C)C[C@@H]1[C@H](c2ccc(-c3cccnc3)cc2)[C@H](CO)N1C(=O)C1CC1 | nt | nt | 2 | -4 | -16 | -2 | 0.8
CSCCC(NC(=O)c1ccccc1Br)C(=O)N1CCCC(C(F)(F)F)C1 (centres undefined) | nt | 1 | 0 | -17 | -8 | 1 | 1.3
O=C(Nc1ccc(Cl)cc1F)c1ccccc1Br | nt | -81 | nt | 17 | -13 | nt | nt
CC(C)CNc1cccc2c1S(=O)(=O)N(Cc1ccc(F)cc1)[C@@H](C)[C@H](c1ccccc1)O2 | nt | -12 | 8 | 22 | 3 | -6 | -1.3
CC(OC(=O)CSc1ccc(F)cc1)C(=O)NC1(C#N)CCCCC1 (centres undefined) | 5 | -26 | 1 | 10 | -2 | 0 | 0.3
COc1ccc(CC(=O)OCC(=O)Nc2ccc(OC(F)F)cc2)cc1OC | 0 | 0 | 1 | 41 | 0 | 2 | 2.3
OC1CCN(Cc2ccc3ccccc3c2)CC1 | -1 | 0 | -4 | 2 | 3 | 1 | -6.2
O=C(C[C@H]1CC[C@@H](NC(=O)Nc2cc(F)ccc2F)[C@@H](CO)O1)NCc1ccc2c(c1)OCO2 | -8[16.7 µM] | -8 | -13 | -4 | 14 | -3 | 0.1
Cc1ccc2c(c1)cc1c(=O)n(CC(=O)N(C)c3ccccc3)nc(C)n12 | nt | -5 | -4 | -8 | 5 | 6 | -0.9
C[C@H]1CN([C@@H](C)CO)C(=O)c2cccc(NC(=O)Nc3cccc4ccccc34)c2O[C@H]1CN(C)S(=O)(=O)c1ccc(F)cc1 | -7[16.7 µM] | nt | -4 | -5 | nt | 0 | 2.7

Sorted by the number under DENV2 CPE (low to high): 3 of the compounds above.
| compound | DENV2 CPE |
| --- | --- |
| C[C@H]1CN([C@@H](C)CO)C(=O)c2cccc(NC(=O)Nc3cccc4ccccc34)c2O[C@H]1CN(C)S(=O)(=O)c1ccc(F)cc1 | 0 |
| CCCn1c(SCC(=O)Nc2ccc(F)c(Cl)c2)nc(O)cc1=O | 1 |
| Cc1ccc2c(c1)cc1c(=O)n(CC(=O)N(C)c3ccccc3)nc(C)n12 | 6 |

Next part:
SMILES | miR-122 sensor | PAX8 inh HTS | EWS-Fli block | INS-1E GSIS act | FN deposit inh | DENV2 CPE | CFTR F508del cor
O=C1CC(c2ccccc2)Cc2nc(NCc3ccco3)ncc21 (centres undefined) | 1 | nt | nt | -4 | -1 | nt | nt
COc1ccccc1CNC(=O)C[C@H]1CC[C@@H](NC(C)=O)[C@H](CO)O1 | nt | -9 | 1 | 15 | -6 | 2 | 2.2
O=C(Nc1ccc(Cl)cc1)Nc1cccc2nsnc12 | -5 | -130 | -89 | -49 | 10 | -3 | -0.2
C[C@@H]1CN([C@@H](C)CO)C(=O)c2cc(NC(=O)Nc3cccc4ccccc34)ccc2O[C@H]1CN(C)Cc1ccc(C(=O)O)cc1 | -4[16.7 µM] | 9 | 3 | 18 | nt | -6 | 2.9
C[C@@H]1CN([C@H](C)CO)C(=O)c2cc(NS(C)(=O)=O)ccc2O[C@@H](C)CCCCO[C@H]1CN(C)C(=O)Nc1ccc(F)cc1 | 3[16.7 µM] | -12 | -5 | 4 | nt | -3 | -0.6
CCCC1(C(=O)OC)NC(c2ccco2)C2C(=O)N(c3ccc(C)cc3)C(=O)C21 (centres undefined) | -3 | 21 | nt | nt | 0 | nt | nt
C[C@@H]1CN([C@H](C)CO)C(=O)c2cccc(NC(=O)Nc3ccc4c(c3)OCO4)c2O[C@H]1CN(C)Cc1ccc(C(=O)O)cc1 | 3[16.7 µM] | nt | -33 | -15 | -15 | 11 | -0.8
O=C(C1CCC1)N1CC(=O)N2[C@@H](CO)[C@@H](c3ccc(-c4ccccc4F)cc3)[C@@H]2C1 | nt | -2 | 6 | -10 | -1 | 10 | 0.5
CCCn1nc(NS(=O)(=O)c2ccccc2)c2cc3cc(C)ccc3nc21 | 3 | -3 | nt | 22 | nt | nt | nt
Cc1ccc2oc(C(=O)NCC(c3ccco3)N3CCCC3)c(C)c2c1 (centres undefined) | 0 | -3 | nt | -4 | -1 | -4 | -1.0
COc1cc(-c2cc(=O)c3c(O)c(OC)c(OC)cc3o2)cc(OC)c1O | -17 | nt | 10 | -12 | nt | -19 | 0.6
COc1cccc(S(=O)(=O)Nc2ccc3c(c2)C(=O)N(C)[C@@H]2CC[C@@H](CC(=O)O)O[C@@H]2CO3)c1 | -20[16.7 µM] | -10 | 9 | 1 | -19 | 9 | 1.0
CCOc1cc(C)c(Cl)cc1S(=O)(=O)NC1CC(C)(C)NC(C)(C)C1 | 181* | -1 | nt | -1 | 1 | nt | nt
Cc1cc(NC(=O)Cn2c(=O)c3c(ncn3CC(C)C)n(Cc3ccccc3)c2=O)no1 | -5 | 10 | nt | nt | -4 | nt | nt
O=C(Nc1ccc(-n2cnnn2)cc1)C(c1ccccc1)c1ccccc1 | nt | 12 | 1 | 0 | 15 | 4 | -1.4
c1ccc(CNc2ncnc3[nH]ncc23)cc1 | 13 | -9 | -5 | -2 | 0 | -1 | 1.7
Cc1ccc(C(=O)OCC(=O)N2CCOCC2)cc1 | -4 | -85 | -11 | 8 | -7 | 3 | 1.9
Oc1ccc(CCNc2c3ccccc3nc3ccccc23)cc1O | nt | -71 | 70* | 3 | 2 | 0 | 3.5
O=C(NCc1ccc2c(c1)OCO2)C1CCCCC1 | -8 | -49 | -38 | -2 | -2 | 1 | 0.5
COCCNC(=O)C(=O)N/N=C/c1ccc(C(=O)OC)cc1 | nt | -15 | -8 | -10 | -6 | -2 | 1.1
Cc1ccc2c(CN3CC(C)CC(C)C3)cc(=O)oc2c1C (centres undefined) | 2 | -10 | -2 | -3 | 12 | 5 | -1.1
O=C(C1=C[C@@H](c2ccc3c(c2)OCO3)C[C@@H](OCCCCO)O1)N1CCN(Cc2ccc3c(c2)OCO3)CC1 | 1 | 7&14 | -3&-2 | -2 | -25 | -4&10 | 1.6&2.5
O=C(COC(=O)CC1CC2CCC1C2)Nc1c(F)cccc1F (centres undefined) | 0 | 10 | -6 | 1 | 7 | 1 | -0.2
CCOc1cc(N2CCOCC2)c(OCC)cc1NC(=O)c1c(-c2ccccc2Cl)noc1C | -3 | 23 | 11 | 4 | 3 | 9 | 0.6
Cc1ccc(O)c(Cc2cc(C)cc(Cc3cc(C)ccc3O)c2O)c1 | 1 | 10 | 7 | -13 | 15 | -5 | -3.3
CC1=C(C(=O)N(C(C)C)C(C)C)CC(CC(=O)NC2CC2)C(=O)N1Cc1ccc(C(C)(C)C)cc1 (centres undefined) | nt | -17 | -7 | -44 | -13 | ? | 2.0
C[C@H](CO)N1C[C@H](C)[C@H](CN(C)Cc2ccncc2)Oc2ncc(C#CC3(O)CCCC3)cc2C1=O | -1[16.7 µM] | -9 | -5 | 10 | nt | -2 | 0.8

High-throughput results deposited in PubChem by Broad Institute.
